# Bioassay records from PubChem BioAssay.
# T cell HTS: T cell immune modulators affecting CD8 T cell-vesicle binding | 2C CD8+ T cell-vesicle binding, flow cytometry; hits give low values | calls only at 7 µM | 0.068% of 330,000 active | AID 2052;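 active = response, share of CD8 T cells binding vesicles, and their 90th percentile fluorescence all below set limits, cut at about 80% in these data, passing the limit was not always enough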
#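 Read-out – percent CD8+ FL2 mean versus row control · System – murine 2C transgenic CD8+ T lymphocytes · Times – 1.5 h cell–vesicle binding at 37 °C, then 20 min icy labelling · Control set – naked vesicles low, QL9 vesicles with vehicle high · Detection – cytometric PE anti-B7-1 and Alexa647 anti-CD8 signals after 1% paraformaldehyde fixation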
# KOR beta-arrestin-1: kappa opioid receptor blockers – cell-based, luminescence, uHTS (AID 1778) | inhibition, % at 10 µM; hits with a dose series show IC50 in µM | KOR beta-arrestin recruitment, luminescence, antagonist mode; higher % means a stronger effect | 0.091% of 290,000 active; also: strong numbers were not always called active
# GPR55 activation: GPR55 agonists via beta-arrestin recruitment, primary screen, imaging, U2OS cells, beta-arrestin-GFP redistribution (AID 1961) | 0.048% of 290,000 active | U2OS GPR55 beta-arrestin-GFP redistribution imaging; higher % means a stronger effect | activation, % at 10 µM, or EC50 in µM where a hit was titrated;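 active = activation above 40% with more than 50 cells counted in the well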;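 also: U2OS osteosarcoma cells stably expressing GPR55 and beta-arrestin-GFP; plate controls were DMSO negative control for no effect and LPI positive control for full effect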
# HEK293 NOD2/NF-kB: inhibition of NOD2-driven NF-kB reporter – cell-based, luminescence, uHTS, HEK293 (AID 1566); 0.63% of 290,000 active; inhibition, % at 4 µM; hits with a dose series show EC50 in µM; HEK293 NOD2/NF-kB luciferase reporter, luminescence; higher % means a stronger effect; also: many of its hits are not listed in these tables
# NOD1 inhibition: inhibition of NOD1-driven NF-kB reporter – cell-based, luminescence, uHTS, primary screen (AID 1578) | inhibition, % at 4 µM, or EC50 in µM where a hit was titrated | 1% of 290,000 active | NOD1-driven NF-kB luciferase reporter cells, luminescence; higher % means a stronger effect; in the data active = inhibition mostly above about 36%, no sharp cut-off; inactive = mostly below about 34%;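 also: HEK-293T reporter cells stimulated with the NOD1 agonist gamma-tri-DAP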
# GPR55 antagonists: inhibition of LPI-stimulated GPR55 beta-arrestin translocation – imaging, U2OS, beta-arrestin-GFP, LPI agonist, primary screen (AID 2013); U2OS GPR55 beta-arrestin-GFP translocation imaging, LPI antagonism; higher % means a stronger effect; inhibition, % at 10 µM, or IC50 in µM where a hit was titrated; 0.13% of 290,000 active;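 active = spots per cell inhibited over 60%, with over 100 cells counted and total cytoplasm intensity under 500,000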;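 also: U2OS cells stably carrying GPR55 and arrestin-GFP stimulated by 5 µM LPI near EC80; imaged beta-arrestin-GFP aggregate spots per cell after agonist stimulation; plate controls were LPI-stimulated DMSO wells for no effect and DMSO wells without LPI for full effect; some results filed as inactive read as strong as hits; confirmed hits need IC50 under 10 µM and bright autofluorescent wells are also inconclusive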
# NTR1 agonist: agonists of NTR1, primary screen, imaging, U2OS cells, beta-arrestin-GFP, high content (AID 493036); P30989; NTR1-U2OS beta-arrestin-GFP spot imaging, agonist mode; activation, % at 20 µM; 0.17% of 330,000 active;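 active = activation at or above 40% of the spot to cytoplasm intensity ratio, with at least 20 cells analyzed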;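 also: 0% = DMSO without peptide and 100% = 100 nM NTR1 peptide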
# Target sequence (P30989 whole entry, looked up): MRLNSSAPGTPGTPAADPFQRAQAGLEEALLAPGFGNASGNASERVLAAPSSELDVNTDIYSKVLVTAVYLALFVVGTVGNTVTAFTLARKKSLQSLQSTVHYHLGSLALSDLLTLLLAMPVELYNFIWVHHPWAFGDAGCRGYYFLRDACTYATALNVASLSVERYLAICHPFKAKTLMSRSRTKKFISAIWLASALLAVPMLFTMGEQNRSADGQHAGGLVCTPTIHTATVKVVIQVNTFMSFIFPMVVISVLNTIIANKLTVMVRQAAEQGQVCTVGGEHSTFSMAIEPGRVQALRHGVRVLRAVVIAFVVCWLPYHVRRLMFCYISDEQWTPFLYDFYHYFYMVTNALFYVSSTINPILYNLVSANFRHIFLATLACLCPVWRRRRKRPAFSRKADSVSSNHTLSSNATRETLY
# KOR beta-arrestin-2: kappa opioid receptor activators – cell-based, luminescence, uHTS, primary screen (AID 1777); KOR beta-arrestin recruitment, luminescence; higher % means a stronger effect; 0.02% of 280,000 active; one-dose activation, % at 10 µM; EC50 in µM for titrated hits; in the data active = activation above about 50%, passing the limit was not always enough; also: a part of the inactive calls stands beside numbers as strong as those of hits
# Myeloid diff MLP: compounds promoting myeloid differentiation; calls only at 10 µM; 1% of 360,000 active; ER-HoxA9 myeloid progenitors, lysozyme-GFP differentiation, flow cytometry;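 active = normalized GFP-positive differentiation at or above the plate's own cutoff, the solvent-only control mean plus 3 SD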;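 also: cells exposed to compound for four days before flow analysis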
# T cell HTS vesicle-bound %: recorded beside T cell HTS, whose call it bears; double positive events, %; measured here: CD8+ vesicle-bound cell fraction;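 binding gate set so that unloaded-vesicle control wells show 10% double positive cells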
# NTR1 agonist cell count 20 µM: second read-out of NTR1 agonist, no call of its own (marks repeat the call); cell count; measured here: cell count, cytotoxicity flag
# Myeloid diff MLP GFP+ MAC1+ %: second read-out of Myeloid diff MLP, no call of its own (marks repeat the call); GFP+ MAC1+ double positive, %; measured here: differentiation confirmed by MAC1 staining
# An asterisk follows results filed as active; i = inactive; / = not tested or not shown; [ ] = dose if it differs, or a comment. Rule as the data show it, unless noted: active = inhibition above about 50%; inactive = the rest. A portion of the library. The share of hits here may be higher or lower than overall.
SMILES,T cell HTS,T cell HTS vesicle-bound %,KOR beta-arrestin-1,GPR55 activation,HEK293 NOD2/NF-kB,NOD1 inhibition,GPR55 antagonists,NTR1 agonist,NTR1 agonist cell count 20 µM,KOR beta-arrestin-2,Myeloid diff MLP,Myeloid diff MLP GFP+ MAC1+ %
CCN1CCN(CCCNC(=O)C(=O)c2c(C)[nH]c3ccccc23)CC1,i,27,-42%,-0.6%,3%,-15%,-12%,-0.5,67,0.6%,i,0.6
CC1=CC=CN2CC(O)CN=C12 (stereo unspecified),i,54,-1%,0.7%,17%,4%,-10%,-1.9,38,7.3%,i,1.4
O=C(O)C1Cc2[nH]cnc2C(c2ccc(F)cc2)N1 (stereo unspecified),i,53,-23%,-0.2%,8%,-33%,4%,-1.4,87,-0.3%,i,0.6
CN1CCN(CCCNC(=O)c2ccc(NC(=O)C3=CSCCO3)cc2)CC1,i,20,-23%,-0.4%,4%,-40%,4%,-0.3,68,2.5%,i,0.3
COc1cc(/C=N/n2c(-c3cc(C)[nH]n3)n[nH]c2=S)ccc1O,i,38,15%,0.4%,0%,-4%,11%,0.5,54,-4.0%,i,0.4
CN1C(=S)SC(/[N+]([O-])=C/c2ccc(Cl)cc2)C1(C)C (stereo unspecified),i,21,42%,-0.1%,-13%,12%,1%,2.0,70,-1.6%,i,0.4
CCOc1cc(S(=O)(=O)n2ccnc2)ccc1Cl,i,24,-2%,-0.2%,8%,-17%,1%,0.9,50,-1.1%,i,0.2
CC(C)c1ccc(OCC(=O)N2CCCCCC2)c(Br)c1,i,53,-9%[20 µM],-0.1%,-50%,-26%,20%,2.3,82,-3.5%,i,0.2
C=CCn1c(O)c(N=NC(=S)Nc2cccc(C)c2)c2ccccc21,i,17,34%,-0.2%,16µM*,1.1µM*,12%,1.3,47,-2.0%,i,0.0
COc1cccc(CNc2nc3nc4c(c(=O)n3[nH]2)CCC4)c1,i,19,-15%,0.3%,-7%,-20%,4%,-0.3,56,-0.1%,i,1.0
COC(=O)c1ccc(Cl)cc1N(Cc1c(F)cccc1Cl)S(C)(=O)=O,i,28,23%,-0.2%,16%,-4%,2%,0.6,56,-1.4%,i,0.3
Cc1nc(SCc2ccc(C(=O)O)cc2)nc2c1CCCC2,i,59,-33%[20 µM],0.0%,55%*,8%,-1%,-0.1,37,/,i,0.1
C/C(CCC(=O)OC[C@H]1O[C@H](C#Cc2ccccc2)C=C[C@@H]1Oc1ccc(C)cc1)=N\O[C@@H](C)CN1CCCCc2nc(C)c(C)cc21,/,/,9%,0.1%,4%,-4%,2%,/,/,-2.1%,/,/
O=C(CCn1cncn1)N1CCCC(N2CCN(c3ccc(F)cc3)CC2)C1 (stereo unspecified),i,14,-5%,-0.1%,4%,-24%,21%,-0.4,61,2.8%,i,2.8
Cc1ccc(NC(=O)Nc2ccc3c(c2)OCO3)nc1,i,56,-4%,-0.1%,-79%,-47%,6%,-0.1,81,-7.4%,i,0.3
COc1ccc(CN2CCCC(C(=O)N3CCc4ccccc4C3)C2)cc1OC (stereo unspecified),i,1,-41%,-0.1%,-2%,-9%,9%,-0.3,54,0.0%,i,1.7
O=C1CS/C(=N/N=C/c2c[nH]c3ccccc23)N1,i,24,7%,-0.2%,-12%,6%,-6%,1.0,69,-2.0%,i,0.2
O=C(Cc1ccccc1)Nc1ccc2oc(-c3cccnc3)nc2c1,i,53,-5%,0.1%,-23%,-38%,-2%,3.0,66,1.7%,i,0.4
COc1cccc(CN(C)C(=O)c2cc(-c3cccs3)nc3ccccc23)c1,i,17,-18%,-0.1%,7%,11%,11%,8.5,47,0.3%,i,1.2
CCOC(=O)c1cn(CC(=O)Nc2ccc(CC)cc2)nn1,i,23,-20%,-0.1%,2%,11%,-2%,-1.1,78,12%,i,0.8
COc1cccc(C(=O)NNC(=O)c2sccc2-n2cccc2)c1,i,11,-1%,-0.3%,3%,-26%,9%,-0.4,30,-5.1%,i,0.7
Cc1cc(=O)[nH]c(SCC(=O)Nc2ccc(Br)cn2)n1,i,33,32%,0.0%,12%,-13%,12%,0.7,48,-6.2%,i,0.9
COc1ccc(S(=O)(=O)N2CCCC(C(=O)NCc3ccccc3)C2)cc1 (stereo unspecified),i,13,3%,1.2%,-10%,-5%,-6%,0.5,53,-1.2%,i,0.7
CC(=O)Nc1ccc([C@H]2[C@H](C)CC[C@H]3C(=O)N4[C@@H](CC[C@@H](C)[C@@H]4c4ccc(NC(C)=O)cc4)C(=O)N32)cc1,i,19,-11%,-0.1%,6%,-9%,-3%,-0.8,56,1.0%,/,/
Cc1nc([N+](=O)[O-])c(N2CCN(C)CC2)n1Cc1ccccc1,i,40,-10%,-0.1%,10%,-5%,-13%,0.2,44,1.6%,i,1.7

# Rewritten with values under each structure: entries from further up
# Results follow in this order: T cell HTS	T cell HTS vesicle-bound %	KOR beta-arrestin-1	GPR55 activation	HEK293 NOD2/NF-kB	NOD1 inhibition	GPR55 antagonists	NTR1 agonist	NTR1 agonist cell count 20 µM	KOR beta-arrestin-2	Myeloid diff MLP	Myeloid diff MLP GFP+ MAC1+ %
- Cc1ccc(NC(=O)Nc2ccc3c(c2)OCO3)nc1
  i	56	-4%	-0.1%	-79%	-47%	6%	-0.1	81	-7.4%	i	0.3
- COc1ccc(CN2CCCC(C(=O)N3CCc4ccccc4C3)C2)cc1OC (stereo unspecified)
  i	1	-41%	-0.1%	-2%	-9%	9%	-0.3	54	0.0%	i	1.7

# Remaining list, next part
SMILES,T cell HTS,T cell HTS vesicle-bound %,KOR beta-arrestin-1,GPR55 activation,HEK293 NOD2/NF-kB,NOD1 inhibition,GPR55 antagonists,NTR1 agonist,NTR1 agonist cell count 20 µM,KOR beta-arrestin-2,Myeloid diff MLP,Myeloid diff MLP GFP+ MAC1+ %
FC(F)(F)c1cc(CCN2C(=S)NC[C@@H]2CC2CCCCC2)cc(C(F)(F)F)c1,i,13,30%,0.7%,12%,-1%,7%,6.4,85,1.9%,i,2.2
Cc1ccc(NC(=O)CN2CCc3cc4c(cc3C2C)OCCCO4)cc1C (stereo unspecified),i,12,2%,-0.1%,3%,-20%,13%,3.5,65,5.2%,i,2.1
FC(F)(F)c1cccc(Sc2cc(C(F)(F)F)nc(-c3ccccn3)n2)c1,i,56,-40%,0.0%,9%,38%,4%,17,66,7.4%,i,0.8
O=C(Nc1ccon1)c1cc2ccccc2oc1=O,i,12,-34%,0.3%,-7%,12%,-1%,0.7,61,4.8%,i,1.3
CC(C)(C)C1CCc2c(sc(NC(=O)c3cccs3)c2C(N)=O)C1 (stereo unspecified),i,35,-56%,-0.1%,39%,-16%,13%,4.7,76,10%,i,0.0
COc1cc(C(=O)Nc2cccc(-c3nc4cc(C)cc(C)c4o3)c2)cc(OC)c1OC,/,/,5%,-0.2%,-27%,-60%,9%,/,/,-1.5%,i,5.9
O=C1COc2ccc(C(=O)COC(=O)Cc3ccc(Cl)cc3)cc2N1,i,49,12%,-0.3%,2%,-22%,11%,-0.5,69,-2.6%,i,0.4
CCSc1nnc(NC(=O)c2ccc(Br)s2)s1,i,30,18%,-0.1%,-50%,-38%,4%,-1.1,57,-1.3%,i,0.5
COc1cccc(C2C(C(=O)Nc3nc4ccccc4s3)=C(C)NC3=C2C(=O)CC(C)(C)C3)c1OC (stereo unspecified),i,36,-13%,-0.2%,39%,-5%,-3%,5.2,41,-6.3%,i,3.9
NNC(=O)c1ccc(CSc2n[nH]c(=O)[nH]c2=O)cc1,i,31,5%,-0.3%,30%,4%,11%,2.1,60,2.6%,i,0.3
COc1ccccc1CNC(=O)CN(C)CC(=O)Nc1cccc(F)c1,i,64,17%,0.3%,9%,3%,2%,-1.2,79,-1.4%,i,1.9
CCn1c(COc2ccc(Cl)cc2)nnc1SC1CCc2ccccc2C1=O (stereo unspecified),i,27,22%,-0.2%,30%,19%,11%,1.6,45,3.6%,i,0.6
CC1CCCCN1C(=O)c1cc2c(=O)n3ccccc3nc2s1 (stereo unspecified),i,15,-12%,/,-13%,-44%,6%,1.6,50,-1.0%,i,0.4
COCCCNC(=S)N1CCCN(c2nc3cc(C)c(C)cc3cc2C#N)CC1,i,20,17%,-0.3%,-13%,-24%,-13%,1.7,38,6.1%,i,0.2
COc1cc2c(cc1OC)C(c1cccs1)N(C(=O)c1ccc(S(=O)(=O)N(C)C)cc1)CC2 (stereo unspecified),i,40,22%,0.3%,8%,-2%,1%,-0.3,43,-1.5%,i,0.5
Cc1cc(C2C(=O)c3ccccc3C2=O)c(C)c(C)c1C,i,14,18%,-0.1%,6%,-9%,4%,3.5,66,-1.4%,i,0.2
O=S1(=O)CCN(Cc2ccccc2C(F)(F)F)CC1,i,44,-14%,-0.1%,3%,-47%,2%,0.9,43,-1.5%,i,0.6
O=C(NC12CC3CC(CC(C3)C1)C2)c1cccc(OC(F)F)c1,i,59,-46%,0.0%,-26%,6%,-3%,8.8,60,7.9%,i,0.7
Cc1nn2c(SCC(=O)c3cccs3)cc(C(C)(C)C)nc2c1-c1ccccc1,i,52,7%,-0.2%,7%,5%,9%,19,38,0.9%,i,0.6
C=C1CC2C(CCC3(C)C2CCC3(O)C(C)=O)C2(C)CCC(=O)C=C12 (stereo unspecified),i,57,-39%[20 µM],-0.1%,/,/,-16%,1.8,67,0.0%,/,/
CC(NC(=O)c1cc(-c2ccc3c(c2)OCO3)nc2ccccc12)C(C)(C)C (stereo unspecified),i,35,16%,-0.1%,-3%,2%,21%,8.2,76,-5.1%,i,0.8
CCOC(=O)NN1C(=O)c2ccccc2NC1c1ccccn1 (stereo unspecified),i,43,3%,0.5%,3%,-23%,2%,3.2,48,-5.9%,i,0.4
Cc1cc([N+](=O)[O-])nn1CC(=O)NCCc1c[nH]c2ccccc12,i,13,5%,0.1%,10%,-34%,10%,-0.9,72,-6.3%,i,1.7
CC(SC1CCCC1)C(=O)Nc1ccnn1C(C)C (stereo unspecified),i,44,26%,-0.2%,8%,-15%,1%,0.4,101,0.5%,i,0.7
O=C(OCC(=O)N1CCCCCC1)c1ccc(Cl)c(S(=O)(=O)N2CCCC2)c1,i,50,-14%,0.0%,12%,-16%,6%,1.5,77,1.8%,i,0.2
COc1cc(CCC(=O)N2CCN(c3ncccn3)CC2)cc(OC)c1OC,i,25,-28%,-0.4%,-6%,-26%,15%,2.0,44,-3.7%,i,0.0
OCCNc1nc2nonc2nc1NCCO,i,62,-2%,0.2%,7%,-36%,-6%,1.0,75,-2.0%,i,0.2
